# BioA inh: inhibitors of Mycobacterium tuberculosis BioA enzyme; inhibition, % at 9.99 µM; actives 0.096% (n = 360,000); purified M. tuberculosis BioA enzyme, plate reader; in the data active = inhibition above about 40%; inconclusive = no clear call, values can overlap the other calls
# BH1578 lux ind: quorum light induction in luxS cqsA deficient V. cholerae. V. cholerae BH1578 lux reporter, luminescence, 6 h. actives 0.16% (n = 350,000). AID 588436. activation, % at 18.7 µM; in the data active = activation mostly above about 9.7%, no sharp cut-off; inconclusive = no clear call, values can overlap the other calls; inactive = mostly below about 3.7%; also: not every result past the cut was called active; inactives centre near 0; reference of the scale not given here
# Mtb FBA inh: inhibitors of M. tuberculosis fructose-bisphosphate aldolase; actives 2.3% (n = 360,000); purified M. tuberculosis FBA, fluorescence read-out; P9WQA3; AID 588726; inhibition, % at 1 µM; in the data active = inhibition above about 27%;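 also: 0% = vehicle and 100% = reference inhibitor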
# Target sequence (P9WQA3 whole entry, looked up): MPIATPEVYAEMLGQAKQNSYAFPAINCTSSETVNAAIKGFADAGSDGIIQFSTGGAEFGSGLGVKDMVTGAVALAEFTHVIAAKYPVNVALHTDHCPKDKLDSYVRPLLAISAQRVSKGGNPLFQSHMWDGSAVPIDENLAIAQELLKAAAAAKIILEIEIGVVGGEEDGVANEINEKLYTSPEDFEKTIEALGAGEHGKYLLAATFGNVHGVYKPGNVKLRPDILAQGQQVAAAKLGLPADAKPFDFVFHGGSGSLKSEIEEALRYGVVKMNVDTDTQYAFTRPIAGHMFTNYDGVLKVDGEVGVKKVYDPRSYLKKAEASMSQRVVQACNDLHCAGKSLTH
# FadD28 binding: M. tuberculosis FadD28 bisubstrate binding inhibition. FadD28 bisubstrate probe binding, fluorescence polarization. inhibition, % at 12.5 µM. actives 0.22% (n = 360,000); in the data active = inhibition above about 8.5%, passing the limit was not always enough; inconclusive = no clear call, values can overlap the other calls
# GDH-TPI counter: counter-screen for M. tuberculosis FBA inhibitors: GDH-TPI coupled enzymes; GDH-TPI coupled enzyme counterscreen, NADH absorbance; actives 1.2% (n = 360,000); AID 588335; inhibition, % at 4.8 µM; in the data active = inhibition above about 30%;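 also: 0% = DMSO wells and 100% = wells lacking the enzyme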
# Mtb UGM inh: inhibitors of M. tuberculosis UDP-galactopyranose mutase. actives 0.06% (n = 320,000). inhibition, % at 10 µM. P9WIQ1. purified UGM, fluorescence polarization probe displacement; in the data active = inhibition above about 10%, passing the limit was not always enough; inconclusive = no clear call, values can overlap the other calls
# Target sequence (P9WIQ1 whole entry, looked up): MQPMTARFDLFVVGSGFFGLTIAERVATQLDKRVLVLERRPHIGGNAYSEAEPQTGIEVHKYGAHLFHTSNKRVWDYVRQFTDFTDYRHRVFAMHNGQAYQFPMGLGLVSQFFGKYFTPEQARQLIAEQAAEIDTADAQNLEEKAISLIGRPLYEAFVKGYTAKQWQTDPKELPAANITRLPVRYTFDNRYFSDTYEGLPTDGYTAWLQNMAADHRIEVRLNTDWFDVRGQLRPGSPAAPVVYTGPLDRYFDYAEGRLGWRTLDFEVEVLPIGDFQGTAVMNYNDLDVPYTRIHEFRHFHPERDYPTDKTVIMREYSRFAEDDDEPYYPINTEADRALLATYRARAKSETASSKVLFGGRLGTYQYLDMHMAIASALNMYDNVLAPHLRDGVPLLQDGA
# TcdB GH inh: blocks C. difficile toxin B glycohydrolase activity. P18177. TcdB glycohydrolase enzymatic assay, plate reader. inhibition, % at 9.99 µM. actives 0.24% (n = 350,000). AID 652162; in the data active = inhibition above about 10%
# PfHsp40 rescue: compounds rescuing yeast from Plasmodium falciparum HSP40 toxicity. S. cerevisiae expressing PfHsp40, growth rescue, ATP luminescence. growth rescue, % at 12.5 µM. actives 0.68% (n = 340,000). AID 504582; in the data active = growth rescue above about 28%, passing the limit was not always enough; inconclusive = no clear call, values can overlap the other calls;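 also: yeast W303a lacking pdr1 and pdr3 grown in galactose medium; growth measured after three days at 30 °C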
# Yp Topo-I inh: blocks Yersinia pestis topoisomerase I activity; Y. pestis Topo-I cleavage product accumulation, plate reader; activity, % at 10 µM; actives 0.064% (n = 360,000); AID 504884; in the data active = activity above about 50%, passing the limit was not always enough; inconclusive = no clear call, values can overlap the other calls; also: inactives centre near 2
# Numbers without * were called inactive; i = inactive; ? = inconclusive; / = no result given. This is a random part of the collection, and some 4.6% of all compounds hit somewhere here.
SMILES,BioA inh,BH1578 lux ind,Mtb FBA inh,FadD28 binding,GDH-TPI counter,Mtb UGM inh,TcdB GH inh,PfHsp40 rescue,Yp Topo-I inh
C=CC[C@@H](CC(=O)N[C@H](CO)Cc1ccccc1)C(=O)N[C@H](COC(=O)[C@@H](CC=C)CC(=O)OC(C)(C)C)Cc1c[nH]c2ccccc12,0.1,0.8,4,-1.9,4,-2.5,1.3,0.2,?
CCOc1ccccc1N(C)C(=O)Cn1ncc2c([nH]c3ccc(C)cc32)c1=O,-1.2,i,10,-2.4,9,2.4,0.0,-0.4,1
Cc1ccc(OCC(=O)Nc2ccc(S(=O)(=O)N3CCOCC3)cc2)c(Br)c1,-1.6,-0.2,1,0.7,16,-0.2,1.0,0.5,?
NS(=O)(=O)c1cc(C(=O)NNC(=O)c2ccc3c(c2)OCO3)ccc1Cl,-0.3,i,1,-1.2,9,0.9,0.4,1.7,-4
CCOC(=O)C1(C)CCN1C(=O)c1cc(OC)c(OC)c(OC)c1 (stereo unspecified),-0.5,0.0,2,-1.6,2,/,1.2,/,-2
COc1ccc(N(C(C)C(=O)NCCSCc2cccc(Cl)c2)S(C)(=O)=O)cc1 (stereo unspecified),0.0,i,-1,1.4,-3,0.3,0.9,0.5,32
O=C(N/C(=C/c1ccccc1Cl)C(=O)N1CCOCC1)c1ccccc1,0.3,i,-2,-3.6,3,4.1,0.1,-0.7,5
COc1ccc(CN2CCCCC2C)cc1C (stereo unspecified),-1.0,11,2,-5.3,-7,2.7,/,-0.1,-1
COCCCNC(=O)CC(C)c1ccccc1 (stereo unspecified),-1.4,1.3,-3,-0.1,1,-0.8,/,-0.8,4
O=C(CSCCO)Nc1cc(C(F)(F)F)ccc1Cl,0.2,-2.5,-1,-1.9,7,-1.9,3.8,-0.1,5
CC(C)C(NS(=O)(=O)c1cccc2nsnc12)C(=O)N1CCc2ccccc2C1 (stereo unspecified),2.3,-0.3,1,-1.1,4,-1.1,/,0.1,7
N#CC1(NC(=O)COC(=O)C2CCN(S(=O)(=O)c3ccc4c(c3)OCCO4)CC2)CCCCC1,-0.6,i,2,-1.5,13,/,1.1,0.2,11
O=C(CCC1CCCC1)N=C1SC2CS(=O)(=O)CC2N1Cc1ccccc1 (stereo unspecified),0.1,12,-1,-1.2,4,-6.7,0.9,2.0,6
CN1CCN(CC(O)COc2ccc(Cl)cc2)CC1 (stereo unspecified),/,-0.5,0,-1.3,1,1.4,/,-0.9,2
Cc1ccnc(NC(=O)C2CCN(S(=O)(=O)c3ccc(Cl)c(C(F)(F)F)c3)CC2)c1,-0.3,i,1,-1.7,8,-2.0,-0.7,-0.4,10
O=C(OCC(=O)N1CCCC1)c1ccc(Cl)c([N+](=O)[O-])c1,1.6,-1.0,-1,-4.3,3,1.0,-0.7,0.0,6
CC1=C(C(=O)N2CCOCC2)CC(CC(=O)NCCc2ccccn2)C(=O)N1Cc1ccc(F)cc1 (stereo unspecified),-0.6,-0.5,-3,-4.8,-3,/,0.7,/,-2
COc1ccc(NS(=O)(=O)c2ccc(F)c(Cl)c2)cn1,-6.4,-0.6,1,/,-3,5.9,0.2,0.1,5
Cc1cccc(NC(=O)C2CCCN2C(=O)OCC(C)C)c1C (stereo unspecified),-0.4,-0.1,1,0.3,2,3.6,1.3,-1.7,3
Cc1nc2cc(NC(=O)NCc3ccco3)ccc2n1C,-1.5,-0.3,0,-3.7,-3,3.4,/,0.1,10
Nc1ccc(C(=O)OCCCc2nc3cc4ccccc4cc3[nH]2)cc1,-0.8,i,2,-2.3,9,-1.4,0.1,-1.2,0
COc1ccc(CC(=O)Nc2ccc(-c3noc(-c4ccc(Cl)cc4)n3)cc2)cc1,-1.5,-0.6,1,-4.4,-7,4.0,/,0.9,1
CC(C)[C@H](NC(=O)OCc1ccccc1)C(=O)OCC(=O)NCCc1ccccc1,-0.8,3.4,3,-3.1,-12,3.3,1.1,0.0,8
CCC(=O)Nc1nc(CC(=O)Nc2ccccc2OC)cs1,0.1,i,2,-0.6,1,1.3,/,-0.5,-7
COc1ccc(S(N)(=O)=O)cc1C(=O)OCC1CCCCC1,2.2,-0.2,1,-3.6,-4,3.2,1.5,0.4,13
COc1cc(NC(=O)c2cc3cccc(OC)c3o2)cc(C(=O)Nc2cccc(C(F)(F)F)c2)c1,-0.7,-0.4,1,-0.5,11,-0.9,-0.1,-0.6,9
CSc1nnc(Cn2c(=O)sc3ccccc32)n1CCc1ccccc1,1.7,-0.4,6,-2.6,4,-0.7,1.3,0.7,26
CC(C)OP(=O)(OC(C)C)C(Nc1ccccc1)c1cccnc1 (stereo unspecified),0.6,-0.3,0,-2.1,-1,0.9,6.1,-0.3,-6
CN1CCN(NC(=O)c2ccc(S(=O)(=O)N3CC4(C)CC3CC(C)(C)C4)cc2)CC1 (stereo unspecified),/,-0.5,3,-1.4,10,-3.5,0.3,-0.6,-6
CSc1ccc(CN2CCC(n3nccc3NC(=O)C3CCOC3)CC2)cc1 (stereo unspecified),-3.3,i,1,1.3,8,-0.1,1.5,-0.5,3

# Limited to BH1578 lux ind and GDH-TPI counter, for 6 of the compounds above:
smiles,BH1578 lux ind,GDH-TPI counter
O=C(CCC1CCCC1)N=C1SC2CS(=O)(=O)CC2N1Cc1ccccc1 (stereo unspecified),12,4
COc1ccc(NS(=O)(=O)c2ccc(F)c(Cl)c2)cn1,-0.6,-3
CCOc1ccccc1N(C)C(=O)Cn1ncc2c([nH]c3ccc(C)cc32)c1=O,i,9
COCCCNC(=O)CC(C)c1ccccc1 (stereo unspecified),1.3,1
CN1CCN(NC(=O)c2ccc(S(=O)(=O)N3CC4(C)CC3CC(C)(C)C4)cc2)CC1 (stereo unspecified),-0.5,10
COc1ccc(N(C(C)C(=O)NCCSCc2cccc(Cl)c2)S(C)(=O)=O)cc1 (stereo unspecified),i,-3

# New compounds follow:
SMILES,BioA inh,BH1578 lux ind,Mtb FBA inh,FadD28 binding,GDH-TPI counter,Mtb UGM inh,TcdB GH inh,PfHsp40 rescue,Yp Topo-I inh
CC(C)C1C(=O)N(Cc2cn(CC3CCCCC3)nn2)CCS(=O)(=O)N1Cc1ccc(-c2ccc(Cl)nc2)cc1 (stereo unspecified),0.6,-0.2,0,-6.9,3,/,0.7,/,26
O=C(Nc1ccc(CN2CCS(=O)(=O)CC2)cc1)c1ccc(F)cc1,/,-0.3,2,0.1,8,1.2,0.7,0.6,-12
CC(C)Cn1c(=O)c(C(=O)NCc2ccccn2)c(O)c2ccccc21,0.6,-0.5,3,-2.9,13,-4.6,/,-1.4,-9
CCOC(=O)c1c(/N=C/c2ccc(OC)cc2O)sc2c1CCN(C)C2,-2.3,-0.2,3,2.5,5,0.7,-0.2,1.2,17
CC(C)(C)n1c(=O)[nH]c2c(c1=O)CCC2,-0.4,i,4,-0.9,-6,4.0,/,1.7,4
O=C(NCc1cc(F)ccc1F)C1CCC(=O)N(C2CCCCCC2)C1 (stereo unspecified),2.6,0.2,4,-0.3,-2,-2.9,1.0,-0.7,1
CCOC(=O)c1c(NS(=O)(=O)c2cccc(OC)c2)sc2c1CCC2,/,-0.6,1,2.9,6,0.6,/,1.0,-5
CCOC(=O)Cc1csc(NC(=O)CCC(=O)O)n1,0.5,-0.4,-1,-2.8,-5,0.6,0.4,/,-4
Cc1ccc(S(=O)(=O)N2CCOCC2)cc1C(=O)N1CCN(S(=O)(=O)c2cccc(F)c2)CC1,-1.4,-2.0,-1,0.3,6,-0.8,0.3,-1.3,-3
Cc1ccc(CCNC(=O)C2CCCN(c3ncnc4c3nc3n4CCCCC3)C2)cc1 (stereo unspecified),-1.0,i,-2,-3.4,7,-0.6,-0.7,-0.2,2
Cc1ccc(C(=O)Nc2ccccc2C(=O)NCc2ccco2)cc1,/,i,-1,-3.5,-3,3.8,1.2,1.0,3
C#Cc1cccc(NC(=O)c2ccc(Cl)cc2Cl)c1,1.8,i,0,-1.1,-3,-3.4,0.1,3.6,-3
O=C(NCC(c1cccnc1)N1CCN(c2ccccc2F)CC1)Oc1ccccc1 (stereo unspecified),/,-12,1,-3.3,-6,0.5,/,0.5,22
Cc1ncc([N+](=O)[O-])n1CCOC(=O)c1cc(Cl)cc(Cl)c1N,/,-0.2,7,1.3,12,0.9,/,0.2,-2
O=C(O)CCC1(C(=O)O)OCCc2ccccc21 (stereo unspecified),-3.5,-0.4,-1,0.5,15,3.7,0.4,-1.0,-6
Cc1cccc(OC(C)C(=O)Nc2cc(S(=O)(=O)N3CCCCC3)ccc2C)c1 (stereo unspecified),1.2,i,-1,-3.4,-1,-2.4,1.6,-0.5,29
CCCN1C(=O)/C(=C/c2cc(C)n(C)c2C)SC1=Nc1ccc(OCC)cc1,-1.2,/,1,0.0,1,1.7,/,-0.2,-2
Cc1cccc(CN2CCSCC2)c1,-1.5,i,-3,-2.4,-3,-0.3,0.0,-0.9,0
COc1ccc(CCNC(=O)c2nn(C)c3c2CS(=O)(=O)c2ccccc2-3)c(OC)c1,-1.3,i,-1,-1.3,9,-2.3,1.1,1.1,-4
CC(=O)Cn1ncc(N2CCOCC2)c(Cl)c1=O,-2.3,6.7,0,-2.3,22,-1.7,0.5,-0.4,-2
CCCNC(=O)Cn1c(=O)/c(=C\c2ccc(-c3ccc([N+](=O)[O-])cc3)o2)s/c1=C\C(=O)C(C)(C)C,-8.2,-0.3,0,1.3,15,4.3,/,0.8,-8
Cc1ccc(OCc2cc(C(=O)N3CCC(C(O)C(C)C)CC3)no2)cc1C (stereo unspecified),1.5,i,0,-1.3,4,-1.6,-6.8,3.6,26
CCN(CC)S(=O)(=O)c1ccc(C(=O)OCC(=O)N2CCOCC2)cc1,1.1,i,2,2.0,12,-0.9,0.9,-0.3,3
Cn1cccc1/C=C1\C(=O)NC(=O)N(Cc2ccco2)C1=O,-3.3,i,-8,4.4,7,/,/,1.4,-2
COc1ccc(S(=O)(=O)NCCCN2CCOCC2)cc1F,-1.1,-0.7,1,-2.2,5,-2.1,-0.7,-0.3,2
C/C(CC(=O)Nc1ccc(N(C)C)cc1)=N\NC(=O)c1ccccc1Cl,-3.3,0.9,0,-2.0,16,/,-1.7,/,-6
CCOc1cc(C(C(=O)NCC2CCCO2)N(C(=O)Cn2nnc3ccccc32)c2ccc(NC(C)=O)cc2)ccc1O (stereo unspecified),-0.3,-0.3,-3,-2.0,-8,-1.4,-1.6,1.3,1
C/C(=N\OCc1ccccc1C#N)c1cc2ccccc2o1,/,-1.0,-1,-1.9,-3,1.7,0.4,0.8,-1
Cc1cc(NCCCn2ccnc2)n2nc(-c3ccc(Cl)cc3)cc2n1,/,-0.5,8,-3.8,1,4.0,3.4,-0.5,11
CCCCN(CCCC)C(=O)c1cn(CC)c2cc(N3CCN(C)CC3)c(F)cc2c1=O,-0.9,-18,16,-2.4,13,-1.6,-0.1,1.1,10
CCCCN(CC)Cc1ccc(CNC(=O)Nc2ccccc2)o1,0.0,-0.4,1,0.1,21,0.9,1.5,-1.2,4
CCN(CC)Cc1ccccn1,/,i,2,-3.6,0,0.3,0.5,-0.7,-12
COc1ccc(S(=O)(=O)N2CCC(NC(=O)Nc3ccc(C)cc3)CC2)cc1,1.1,-0.1,-3,-4.5,-16,2.9,/,0.0,2

# Compound profiles, as listed above. Screens in order: BioA inh, BH1578 lux ind, Mtb FBA inh, FadD28 binding, GDH-TPI counter, Mtb UGM inh, TcdB GH inh, PfHsp40 rescue, Yp Topo-I inh
# Entry for CC(C)Cn1c(=O)c(C(=O)NCc2ccccn2)c(O)c2ccccc21 : 0.6, -0.5, 3, -2.9, 13, -4.6, /, -1.4, -9
# Entry for Cn1cccc1/C=C1\C(=O)NC(=O)N(Cc2ccco2)C1=O : -3.3, i, -8, 4.4, 7, /, /, 1.4, -2
# Entry for O=C(CCC1CCCC1)N=C1SC2CS(=O)(=O)CC2N1Cc1ccccc1 (stereo unspecified) : 0.1, 12, -1, -1.2, 4, -6.7, 0.9, 2.0, 6

# Compound activity deposited in PubChem BioAssay by several laboratories.
